Screening results from PubChem.
C2C12 statin: suppression of simvastatin myotoxicity. C2C12 myotubes + simvastatin, ATP luminescence, 48 h; scaled: DMSO 0, geranylgeraniol control 100. rescue of ATP level, % at 7.49 µM. 330,000 compounds, 0.78% hits;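 active = mean ATP rescue above about 67%, or every replicate alone reaching that limit, limit read from the data, passing the limit was not always enough; inconclusive = no clear call, values can overlap the other calls; inactive = mean under the limit and some replicate under it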;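 also: myotubes were challenged with 10 µM simvastatin during compound exposure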
ERp5 inh: blocks human ERp5 reductase activity on insulin. Q15084. ERp5 insulin aggregation, absorbance 650 nm, 90 min. inhibition, % at 9.99 µM. 350,000 compounds, 0.05% hits. AID 651711;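 active = mean replicate inhibition above about 25%, with every replicate also reaching it, limit read from the data, passing the limit was not always enough; inconclusive = only one of those two criteria met; inactive = neither criterion met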
Target sequence (Q15084 whole entry, looked up): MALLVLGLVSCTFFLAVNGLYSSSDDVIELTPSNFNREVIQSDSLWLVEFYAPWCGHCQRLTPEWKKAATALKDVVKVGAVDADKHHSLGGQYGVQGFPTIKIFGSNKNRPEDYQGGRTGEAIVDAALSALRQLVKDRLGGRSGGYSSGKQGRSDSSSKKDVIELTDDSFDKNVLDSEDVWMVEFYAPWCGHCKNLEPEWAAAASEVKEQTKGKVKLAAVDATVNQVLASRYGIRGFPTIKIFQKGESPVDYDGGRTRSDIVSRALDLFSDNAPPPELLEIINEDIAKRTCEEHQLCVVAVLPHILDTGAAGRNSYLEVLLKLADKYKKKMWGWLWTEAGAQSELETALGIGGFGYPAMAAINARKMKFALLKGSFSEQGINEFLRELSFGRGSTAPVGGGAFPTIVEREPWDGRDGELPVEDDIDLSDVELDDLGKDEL
esBAF inh: SWI/SNF esBAF complex inhibition | mouse ES cells, Bmi1-luciferase knock-in reporter, 24 h; 100% = twice the neutral-well signal | reporter increase, % at 12.5 µM | 350,000 compounds, 2% hits | AID 602393; in the data active = activation above about 40%; inconclusive = no clear call, values can overlap the other calls;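 also: 0% = median of the plate's neutral control wells and 100% = double that signal; a rise in the Bmi1 reporter signal indicates esBAF inhibition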
miR-122 sensor: blocks miR-122 activity in Huh7 sensor cells; activation (reporter increase), % at 12.5 µM; AID 602342; 340,000 compounds, 0.3% hits; Huh7 miR-122 Renilla luciferase sensor, 48 h; neutral wells = 0, positive control = 100;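 active = mean replicate activation score at least 90 and every replicate individually at or above 90; inconclusive = only one of the two criteria met; inactive = neither criterion met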;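 also: higher luciferase means less miR-122 activity so hits act as miR-122 inhibitors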
ARNT TACC3 PPI: disrupts binding between human ARNT and TACC3 | inhibition, % at 9.99 µM | 390,000 compounds, 0.66% hits | Q9Y6A5 | AID 623870 | AlphaScreen His-ARNT PAS-B/GST-TACC3 binding, luminescence; TACC3 fragment carries E629A point mutation;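 active = mean inhibition of replicates at least 50% and at least half of replicates each reaching 50%; inconclusive = half or more replicates reach 50% but mean below 50%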;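 also: 0% = complete ARNT plus TACC3 wells and 100% = ARNT alone without TACC3; many hits fall short of the cut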
Cneo AK release: causes C. neoformans cell lysis; 360,000 compounds, 0.2% hits; lysis activity, % at 15 µM; adenylate kinase release luminescence, 4 h; normalised: neutral wells 0, clomiphene wells 100; AID 651654;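 active = mean lysis activity across replicates of at least 80%, whatever share of replicates individually reach that level; inactive = mean lysis activity below 80%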
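Material – log-phase Cryptococcus neoformans yeast cells · Input – 5 × 10^6 yeast cells/mL · Medium – fresh YPD growth medium · Doses – single compound concentration per well · Timing – static 4 h at 37 °C with compound, 1 h detection · Detection – adenylate kinase release luminescence · Read-out – signal increase indicating cell lysis · Control set – Clomiphene as positive lysis control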
SIRT5 inh: blocks human SIRT5 desuccinylation of peptide. 330,000 compounds, 1.1% hits. Q9NXA8. Purified SirT5, succinyl-peptide AMC, trypsin-coupled fluorescence. inhibition, % at 15 µM; in the data active = inhibition above about 15%; inconclusive = no clear call, values can overlap the other calls
Target sequence (Q9NXA8 whole entry, looked up): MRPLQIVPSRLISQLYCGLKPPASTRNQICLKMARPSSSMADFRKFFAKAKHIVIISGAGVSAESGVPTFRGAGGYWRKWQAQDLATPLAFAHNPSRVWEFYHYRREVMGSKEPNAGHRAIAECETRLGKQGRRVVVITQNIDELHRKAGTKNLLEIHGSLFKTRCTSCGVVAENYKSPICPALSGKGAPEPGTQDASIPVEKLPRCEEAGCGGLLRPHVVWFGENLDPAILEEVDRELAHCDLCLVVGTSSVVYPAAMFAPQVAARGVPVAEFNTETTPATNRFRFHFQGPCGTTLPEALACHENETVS
Numbers without * were called inactive; ? = inconclusive; . = not tested or not shown; & = joins results of further samples; [ ] = remark or other dose.

SMILES | C2C12 statin | ERp5 inh | esBAF inh | miR-122 sensor | ARNT TACC3 PPI | Cneo AK release | SIRT5 inh
Cn1cnc(S(=O)(=O)N2CCCCN3[C@H](CO)[C@@H](c4ccc(-c5ccccc5)cc4)[C@H]3C2)c1 | . | -3 | . | 5[16.7 µM] | 4 | -2 | 0
O=C(Nc1cc(S(=O)(=O)N2CCOCC2)ccc1Cl)c1cc2ccccc2o1 | -18 | -3 | 4 | . | 6 | 1 | 1
Cc1c(Cl)cccc1NC(=S)N(Cc1ccccc1)Cc1cccnc1 | . | 0 | . | 3 | 1 | . | -4
Cc1ccc(S(=O)(=O)Nc2ccc(S(=O)(=O)N3CCOCC3)cc2)cc1 | 3 | -5 | -3 | . | -13 | 1 | -5
Cc1cccc2c(N=O)c(O)[nH]c12 | . | 1 | . | -25 | 4 | 9 | 0
C[C@@H]1CN([C@H](C)CO)S(=O)(=O)c2ccc(C#Cc3ccccc3F)cc2O[C@@H]1CN(C)CC1CCOCC1 | -7 | 3 | -6 | . | 7 | 1 | -12
CCNC(=S)NNC(=O)CCc1nc2cc(Cl)ccc2n(Cc2ccccc2)c1=O | 18 | 4 | 1 | 0 | 4 | 0 | 3
COc1ccccc1C=NNc1ccc([N+](=O)[O-])cn1 | 5 | 1 | 4 | -2 | 0 | -1 | .
C[C@H](CO)N1C[C@H](C)[C@H](CN(C)C(=O)Cc2ccccc2)OCCCC[C@H](C)Oc2ccc(NC(=O)Nc3cccc4ccccc34)cc2C1=O | . | -3 | 13 | -9[16.7 µM] | -11 | 2 | -2
Cc1ccc(S(=O)(=O)N/N=C\c2ccc3c(c2)OCO3)cc1C | 6 | -8 | -5 | 62 | 0 | 2 | -2

Complete entries as entered above.
Record of `Cc1ccc(S(=O)(=O)N/N=C\c2ccc3c(c2)OCO3)cc1C` : C2C12 statin: 6; ERp5 inh: -8; esBAF inh: -5; miR-122 sensor: 62; ARNT TACC3 PPI: 0; Cneo AK release: 2; SIRT5 inh: -2
Record of `C[C@@H]1CN([C@H](C)CO)S(=O)(=O)c2ccc(C#Cc3ccccc3F)cc2O[C@@H]1CN(C)CC1CCOCC1` : C2C12 statin: -7; ERp5 inh: 3; esBAF inh: -6; miR-122 sensor: .; ARNT TACC3 PPI: 7; Cneo AK release: 1; SIRT5 inh: -12

The list continues:
SMILES | C2C12 statin | ERp5 inh | esBAF inh | miR-122 sensor | ARNT TACC3 PPI | Cneo AK release | SIRT5 inh
COc1ccc(S(=O)(=O)N(C)CC(=O)Nc2ccc(F)cc2)cc1 | 3 | 1 | 1 | -3 | -8 | -2 | 0
O=C(NCC1CC1)C1(C(F)(F)F)C/C(=C\Cc2ccccc2)CCCO1 (stereo not drawn) | -3 | -1 | 1 | . | . | -1 | -4
Cn1cnc2ccc([N+](=O)[O-])cc2c1=O | 5 | -1 | 3 | -3 | . | 0 | 3
Cc1cccc(N2CC(C(=O)Nc3ccc(S(=O)(=O)Nc4nccs4)cc3)CC2=O)c1C (stereo not drawn) | 21 | 0 | -3 | . | -5 | -1 | 13
O=C(NCCCn1ccnc1)/C(=C\c1ccc(Br)cc1)NC(=O)c1ccccc1 | -9 | -2 | -1 | 22 | 0 | 5 | -2
CC(=O)N(C)C[C@H]1Oc2ncc(Br)cc2C(=O)N([C@H](C)CO)C[C@@H]1C | 1&7 | 3&5 | 5&-1 | -1 | 2 | 2&0 | -3&-2
C[C@@H]1CN([C@H](C)CO)S(=O)(=O)c2ccc(C#CC3CC3)cc2O[C@H]1CN(C)Cc1ccccn1 | -83 | -3 | -5 | 23[16.7 µM] | 2 | 3 | 3
O=C(C[C@@H]1CC[C@@H](NC(=O)C2CC2)[C@@H](CO)O1)NCc1ccncc1 | 4 | -1 | -3 | . | 6 | -1 | 3
O=C(Cc1cccnc1)N[C@@H]1CC[C@@H](CCn2cc(Cc3ccccc3)nn2)O[C@H]1CO | 0 | 0 | -3 | . | 4 | 21 | 0
COCCCNC(=O)CNC(=O)c1cn(-c2ccccc2OC)c(=O)c2ccccc12 | . | 1 | . | . | -3 | . | -6
CC(C)C(=O)Nc1cccc(C(=O)NCCc2ccc(S(N)(=O)=O)cc2)c1 | 4 | . | -6 | -13 | 4 | -1 | .
CC(CCc1ccc(O)cc1)NCCC(c1ccccc1)c1ccccc1 (stereo not drawn) | -16 | 3 | 9 | -10 | 33 | 2 | .
O=C(COC(=O)/C=C/c1ccc([N+](=O)[O-])cc1)NC(=O)NC1CCCCC1 | -7 | -7 | -1 | -1 | 6 | 4 | -4
COc1ccc(C(C)(C)C)cc1S(=O)(=O)n1ccnc1C | . | -1 | . | 95* | -11 | . | -3
Cc1cc(NC(=O)COC(=O)C(C)Oc2ccc(Cl)cc2Cl)no1 (stereo not drawn) | -3 | -1 | -6 | . | . | 0 | -2
O=C([C@H](O)c1ccccc1)N1CCC[C@H]1CO | . | 1 | . | . | 0 | . | -3
Cc1cc(C(=O)CSc2nc(N)cc(N)n2)c(C)n1-c1cccc(F)c1 | . | 4 | . | 0 | . | 4 | -3
Cc1ccc(NC2CCCN(C(=O)CCN3CCOCC3)C2)cc1C (stereo not drawn) | 4 | 7 | -3 | . | -2 | 2 | -2
CC1CCN(CCNC(=O)CCS(=O)(=O)c2ccc(Br)cc2)CC1 | 2 | . | -1 | 1 | -1 | 4 | .
Cc1ccc(C)c(N2CCN(C(=O)CCc3nc(-c4cccc(Br)c4)no3)CC2)c1 | 8 | 2 | 0 | -5 | -2 | 4 | -6

Structures above shown as hits in miR-122 sensor.
SMILES | ERp5 inh | esBAF inh | miR-122 sensor | ARNT TACC3 PPI | SIRT5 inh
COc1ccc(C(C)(C)C)cc1S(=O)(=O)n1ccnc1C | -1 | . | 95* | -11 | -3

Other results follow.
SMILES | C2C12 statin | ERp5 inh | esBAF inh | miR-122 sensor | ARNT TACC3 PPI | Cneo AK release | SIRT5 inh
CC1CCN(c2cc(N(C)CCO)c([N+](=O)[O-])c3nonc23)CC1 | . | 1 | . | -24 | -2 | 0 | 11
Cc1cc(C)c2cc(C#N)c(NCCCNC(=O)c3ccncc3)nc2c1 | 1 | 3 | -2 | -2 | . | . | -3
O=C(Cc1ccccn1)NCC[C@@H]1CC[C@H](NC(=O)Nc2ccc(F)cc2)[C@H](CO)O1 | 2 | 0 | -7 | . | 0 | -4 | -5
COc1ccc(Cl)cc1NC(=O)CCc1nc(-c2ccccc2F)no1 | . | -1 | . | 1 | -8 | 2 | 0
CCOc1ccc(NC(=O)Cn2nnc(C(=O)NCc3cccs3)c2N)cc1 | -34 | -2 | -5 | -2 | 1 | 1 | -3
CCC(=O)N[C@H]1CC[C@@H](CC(=O)NCC2CCCCC2)O[C@@H]1CO | 10 | -1 | -3 | 0[16.7 µM] | -2 | 0 | 1
Cc1cccc(-n2c(-c3csc(C(C)C)c3)n[nH]c2=S)c1 | 7 | . | 4 | 13 | -2 | -1 | .
COc1cccc(/C=N/Nc2ccccc2C(=O)O)c1O | 31 | 1 | 4 | 4 | 1 | -2 | 1
Cc1ccc(-c2nnc3sc(C4COc5ccccc5O4)nn23)cc1 (stereo not drawn) | -3 | 7 | -5 | -5 | 13 | 5 | 4
Cc1ccc(-c2nc3cc(NC(=O)C(C)C)ccc3o2)cc1 | -33 | . | -15 | -4 | -1 | -5 | .
O=C(Nc1cccc(C(=O)N2CCCC2)c1)c1ccccc1 | 7 | 1 | 2 | -4 | . | 0 | -16
COc1ccc(CCNC2CC(=O)N(C3CCCCC3)C2=O)cc1OC (stereo not drawn) | 15 | -3 | 4 | -2 | -4 | 3 | -2
COc1ccc(S(=O)(=O)Nc2ccc3c(c2)CC(=O)N([C@@H](C)CO)C[C@@H](C)[C@@H](CN(C)C(=O)Nc2ccc4c(c2)OCO4)O3)cc1 | -13 | -7 | -1 | 17[16.7 µM] | -3 | 2 | 1
CC(C)c1ccc(S(=O)(=O)N2CCN(C(=O)c3cccc(S(=O)(=O)N4CCOCC4)c3)CC2)cc1 | -1 | 0 | 8 | -12 | 3 | 2 | -9
CCn1cnc2cc(NCc3ccccc3Cl)ccc21 | -3 | 0 | 77* | -8 | 4 | 0 | -2
COc1ccc(CC(N)c2csc(Nc3cnccn3)n2)cc1 (stereo not drawn) | -8 | -11 | 7 | -7 | . | -1 | 0
C#CCOCCOCCOCCNc1nc(N2CCN(C(=O)[C@H](CC(N)=O)n3cc(C(N)[C@@H](C)CC)nn3)CC2)nc(N2CCN(C(=O)[C@H](CCCCN)n3cc([C@@H](N)CC(N)=O)nn3)CC2)n1 (stereo partly drawn) | 7 | 0 | 10 | . | 10 | -1 | -2
CCOC(=O)CSc1nnc(CNC(=O)c2ccc(S(=O)(=O)N3CCCCC3)cc2)n1C | 5 | . | -8 | -7 | -1 | 9 | .
COc1ccc(CNCc2ccc([N+](=O)[O-])cc2)cc1OC | 1 | -1 | -5 | 0 | 3 | 0 | 2
O=C(/C=C/c1ccccc1)NC(=S)N1CCSCC1 | . | 0 | . | 4 | 0 | . | 1
COc1ccc(N2CCN(C(=O)CCCN3C(=O)c4cccc5cccc(c45)C3=O)CC2)cc1 | 6 | . | 3 | -13 | 0 | 2 | .
S=C(S)OC1CC2CC1C1CCCC21 (stereo not drawn) | 14 | 3 | -1 | 4 | -4 | 0 | 4
C=CCN1C(=O)/C(=c2\sc3nc(=O)c(Cc4ccc(OC)c(OC)c4)nn3c2=O)c2ccccc21 | . | -4 | . | 4 | . | 5 | .
O=C1N/C(=N\c2ccccn2)SC1Cc1ccc(Cl)cc1 (stereo not drawn) | . | -3 | . | -17 | -10 | 1 | 1
COc1ccc(NC(=O)N(C)C[C@H]2Oc3ccc(NS(=O)(=O)c4ccccc4)cc3CC(=O)N([C@H](C)CO)C[C@H]2C)cc1 | 24 | -3 | 3 | 7[16.7 µM] | . | . | 0
Cc1noc(C)c1S(=O)(=O)N(C)C[C@H]1OCCCC[C@H](C)Oc2ccc(NC(=O)Nc3ccc(C(F)(F)F)cc3)cc2C(=O)N([C@@H](C)CO)C[C@@H]1C | . | -2 | -3 | 2[16.7 µM] | 19 | 0 | 4
CN(Cc1ccc(Cl)cc1)C(C(=O)NC1CCCCC1)c1cc2ccccc2o1 (stereo not drawn) | -4 | 2 | -3 | -1 | . | -1 | -8
CSc1sc(C(=O)NC(=O)NCc2ccncc2)c(C)c1-c1ccon1 | . | -4 | . | . | -3 | . | 6
O=C(N/N=C/c1c[nH]c2ccccc12)c1cccc(O)c1 | 20 | 1 | 51 | -6 | 8 | 0 | 1
c1ccc(-c2noc(CCC3CCCC3)n2)cc1 | 0 | 1 | ? | -4 | -15 | -2 | 0
CC1CC(C)(C)CC2(C1)NC(=O)N(CC(=O)N(C)Cc1nc3ccccc3c(=O)[nH]1)C2=O (stereo not drawn) | -8 | 1 | -1 | -9 | -4 | -3 | 0
CC(=O)Nc1ccc2c(c1)C(=O)N(C)[C@H]1CC[C@@H](CC(=O)NCc3ccccc3Cl)O[C@@H]1CO2 | 2 | -2 | 0 | -7[16.7 µM] | -4 | 54 | -4
CCC1Sc2ccccc2N(CC(=O)NCc2ccccc2OC)C1=O (stereo not drawn) | -4 | . | 7 | 6 | -10 | 0 | .
CCS(=O)(=O)N1Cc2ccccc2CC1C(=O)N(C)Cc1ccc(OC)c(F)c1 (stereo not drawn) | 22 | -1 | -2 | 14 | 4 | 2 | 1
CCCNC(=O)c1ccc(N2CCC3(CC2)CC(c2ccccc2)=NO3)c(NC(=O)c2ccccc2)c1 | 24 | . | 1 | -7 | -4 | 0 | .
CCOC(=O)c1ccc(S(=O)(=O)Nc2cc(C(C)(C)C)no2)cc1 | 7 | . | -3 | 10 | -1 | 1 | .
Cc1ccc(S(=O)(=O)N(C)C[C@H]2Oc3c(NC(=O)c4ccc(-c5nccs5)cc4)cccc3C(=O)N([C@@H](C)CO)C[C@H]2C)cc1 | -17 | -1 | 2 | -6[16.7 µM] | -1 | -4 | -1

The order is random; overall some 4% were active at least once.
